# Screens from PubChem BioAssay.
# FXIa inh 1536: factor XIa (human) inhibition; P03951; AID 798; purified FXIa, Boc-Glu-Ala-Arg-AMC fluorogenic substrate; inhibition, % at 5 µM; actives 0.14% (n = 220,000);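 active means inhibition of at least 40%; inactive means inhibition below 40%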;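 further: fluorescence of freed AMC excited at 355 nm; 0% = enzyme without compound and 100% = no enzyme blank; many of its hits are not listed in these tables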
# TNF necrop inh: blocks TNF-alpha induced death of Jurkat FADD-/- cells; Jurkat FADD-/- TNF necroptosis rescue, ATP luminescence, 24 h; 0 = TNF only, 100 = no-TNF cells; activation (protection from cell death), % at 10 µM; actives 0.068% (n = 220,000);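 active means activation, meaning protection from cell death, of at least 50% relative to plate controls; inactive means activation below 50%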;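 further: necroptosis triggered by 40 ng/mL TNF-alpha added together with compound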
# Hck-Nef inh: human Hck-Nef kinase inhibition | Recombinant Hck-YEEI plus Nef, Z-Lyte FRET kinase assay | AID 463187 | actives 0.68% (n = 220,000) | inhibition, % at 20 µM;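 active means Hck-Nef kinase inhibition above about 50%, limit read from the data; inactive means inhibition below that limit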;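 further: 0% = DMSO with Hck plus Nef and 100% = Hck alone without Nef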
# Cl transport mod: modulators of human KCC2 chloride dependent transport; AID 1456; actives 2.2% (n = 190,000); Q9H2X9; B-score of Tl+ flux slope (higher = more flux/activation; lower = inhibition) at 10 µM; KCC2 cells, thallium flux FluoZin-2 fluorescence;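 active means thallium flux slope and its plate-corrected score both differing from the plate sample mean at a set confidence after two filtering rounds, in either direction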;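 further: slope of fluorescence scaled to starting intensity during 10 to 20 s after thallium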
# thrombin 1536: blocks human thrombin protease activity | P00734 | alpha-thrombin, Boc-VPR-AMC fluorogenic substrate cleavage | inhibition, % at 5 µM | actives 0.26% (n = 220,000) | AID 1046;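 active means inhibition at or above 40%; inactive means inhibition below 40%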;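 further: 0% = enzyme with no compound and 100% = wells without enzyme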
#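 Assay system: human alpha-thrombin enzyme. Reagent: Boc-VPR-AMC substrate, 15 µM final. Compound dosing: one concentration per compound, 5 µM, with 0.2% DMSO. Incubation: room-temperature reaction. Technique: AMC fluorescence, 355/460 nm. Measure: % inhibition relative to enzyme controls and enzyme-free blanks.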
# Rad51 HR inh: blocks human Rad51 in homologous recombination | actives 0.085% (n = 200,000) | Q06609 | inhibition, % at 10 µM | hRad51 DNA strand exchange, fluorescence dequenching;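 active means inhibition above 40% at the single screening dose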;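 further: 0% = DMSO control wells and 100% = blanks with heterologous ssDNA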
#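 Test system: preformed human Rad51 ssDNA filaments. Compound dosing: single dose, 10 µM final compound. Incubation: filaments 15 min 37 °C, then compound 30 min. Technique: FRET fluorescence dequenching, excitation 485 nm, emission 520 nm. Read-out basis: percent inhibition from fluorescence, normalised to plate control and blank means. Benchmarks: plate controls and plate blanks.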
# KLK5 inh: inhibitors of human kallikrein 5. Q9Y337. recombinant hK5, fluorogenic AMC substrate cleavage. inhibition, % at 5 µM. actives 0.59% (n = 210,000);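 active means inhibition of 40% or more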;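 further: 0% = enzyme controls without compound and 100% = no-enzyme blanks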
# Target sequence (Q9Y337 67-293 limits assumed): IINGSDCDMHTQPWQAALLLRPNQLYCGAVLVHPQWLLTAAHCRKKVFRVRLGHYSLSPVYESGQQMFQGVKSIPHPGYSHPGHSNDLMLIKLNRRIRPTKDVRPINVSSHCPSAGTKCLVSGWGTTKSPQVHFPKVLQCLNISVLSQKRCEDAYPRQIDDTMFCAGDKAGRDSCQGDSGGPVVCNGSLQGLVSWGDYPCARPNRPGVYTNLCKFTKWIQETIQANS
# L929 necroptosis: L929 zVAD cell death inhibition; L929 zVAD necroptosis rescue, ATP luminescence, 24 h; with zVAD 60 µM; viability rescue, % at 10 µM; actives 0.38% (n = 220,000); AID 1377;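 active means activation, scaled between plate controls, above about 75%, limit read from the data; inactive means activation under that limit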;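 further: 0% = zVAD with DMSO and 100% = DMSO alone without zVAD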
# FXIIa inh 1536: blocks human coagulation factor XIIa protease activity. inhibition, % at 5 µM. purified FXIIa, Boc-QGR-AMC fluorogenic substrate, 2 h. AID 800. P00748. actives 0.3% (n = 220,000); in the data active means inhibition above about 40%;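 further: 0% = enzyme with no compound and 100% = blank without enzyme; many of its hits are not listed in these tables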
# Target sequence (P00748 20-372 limits assumed): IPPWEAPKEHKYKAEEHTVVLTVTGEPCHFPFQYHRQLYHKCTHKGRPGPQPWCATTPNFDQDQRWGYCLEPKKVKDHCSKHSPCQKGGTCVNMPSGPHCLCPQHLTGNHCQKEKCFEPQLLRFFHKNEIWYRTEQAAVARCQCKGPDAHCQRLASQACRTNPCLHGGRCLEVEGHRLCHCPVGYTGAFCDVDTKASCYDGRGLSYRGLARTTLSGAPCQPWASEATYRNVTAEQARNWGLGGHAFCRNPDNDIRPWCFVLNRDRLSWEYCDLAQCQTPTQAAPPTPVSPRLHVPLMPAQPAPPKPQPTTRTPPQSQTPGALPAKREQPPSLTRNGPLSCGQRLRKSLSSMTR
# Target sequence (P00748 373-615 limits assumed): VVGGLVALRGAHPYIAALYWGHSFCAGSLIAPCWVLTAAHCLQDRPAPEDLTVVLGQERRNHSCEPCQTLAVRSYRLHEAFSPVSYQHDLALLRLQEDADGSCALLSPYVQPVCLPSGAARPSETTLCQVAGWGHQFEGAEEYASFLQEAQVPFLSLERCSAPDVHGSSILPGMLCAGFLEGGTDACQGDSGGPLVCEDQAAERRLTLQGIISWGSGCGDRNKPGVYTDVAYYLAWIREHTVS
# The depositor's hits bear a star; i = inactive; . = no result given. The list is partial, so the mix of outcomes need not match the whole.
SMILES,FXIa inh 1536,TNF necrop inh,Hck-Nef inh,Cl transport mod,thrombin 1536,Rad51 HR inh,KLK5 inh,L929 necroptosis,FXIIa inh 1536
COc1ccccc1NC(=O)Nc1cccc(C(=O)O)c1,-1.9,-0.4,20.4,0.366,-1.9,4.4,1.8,5.0,10.8
COc1ccc(OC)c(-n2c(=O)c3ccccc3c3ccccc3c2=O)c1,4.4,2.1,1.9,-2.34,1.4,.,-13.9,0.1,11.5
CCOc1cc(CNc2ccc3c(c2)OCCO3)cc(Br)c1OC,-3.0,-17.2,2.6,-1.35,-1.7,-6.6,-12.0,-0.8,6.2
O=c1oc2c(CN3CCOCC3)c(O)ccc2c2c1CCCC2,-30.3,0.4,54.2*,-0.722,-20.4,-3.6,-127.0,1.1,-48.3
C=CCSC1=N/C(=C\c2cccnc2)C(=O)N1c1ccc(OC)cc1,-4.8,0.8,-0.5,-0.825,-9.4,2.5,-2.4,0.1,4.3
O=C1CCCCC1C(Nc1ccc(Cl)cc1)c1ccccc1 (stereo unspecified),1.6,-6.8,0.1,-0.201,3.0,-3.0,6.3,0.4,12.9
Cc1ccccc1N1CC(O)(c2ccccc2)[N+]2=C1SCC2 (stereo unspecified),3.5,0.2,0.9,0.0355,-1.7,-4.1,-1.1,0.4,12.7
CCOC(=O)Oc1ccc2c(=O)c(Oc3cc(C)cc(C)c3)coc2c1,-5.0,-2.9,5.0,-1.11,0.9,-3.7,-12.4,-0.4,5.5
Nc1ccc(Cc2ccc(N)c(O)c2)cc1O,3.3,-13.5,16.0,0.58,.,-14.2,-11.0,1.7,6.1
COc1ccc(/C=N/NC(=O)CN2CCCCCCC2)c(C)c1C,1.6,3.0,17.0,0.0109,-5.8,-2.9,2.8,1.1,6.9
NC(=O)c1cc(-c2ccccc2)nc(N2CCCCCC2)n1,-1.0,2.8,-0.7,.,4.2,.,2.5,16.6,12.7
Cc1ccc(S(=O)(=O)n2ccc3cccnc32)cc1,-5.0,-2.5,-0.3,.,-3.7,-0.6,13.8,0.1,-1.2
COc1ccc(NC(=O)C2OC3OC(C)(C)OC3C3OC(C)(C)OC23)cc1 (stereo unspecified),2.4,-1.0,0.7,.,4.1,-2.8,-3.5,0.3,21.0
O=C(CSc1nnnn1-c1ccc(Cl)cc1)Nc1cccnc1Cl,2.4,1.4,3.4,0.446,3.9,.,0.0,0.4,8.9
CCSc1nnc(-c2ccc(Cl)cc2Cl)o1,-2.2,-0.8,-0.2,.,1.1,-0.6,-8.1,0.4,8.1

# Some values from the results shown.
# Reading of COc1ccc(NC(=O)C2OC3OC(C)(C)OC3C3OC(C)(C)OC23)cc1 (stereo unspecified) under thrombin 1536: 4.1
# Reading of O=C(CSc1nnnn1-c1ccc(Cl)cc1)Nc1cccnc1Cl under Cl transport mod: 0.446

# More compounds
SMILES,FXIa inh 1536,TNF necrop inh,Hck-Nef inh,Cl transport mod,thrombin 1536,Rad51 HR inh,KLK5 inh,L929 necroptosis,FXIIa inh 1536
COC(=O)c1ccccc1NC(=O)NCc1ccco1,-1.2,-0.6,-0.3,.,-8.8,-4.8,-2.1,0.0,0.2
CCOc1ccc(C(O)C(CN2CCOCC2)c2ccccc2)cc1 (stereo unspecified),6.2,-0.5,0.3,-0.75,0.7,-4.4,-13.0,-0.5,19.0
Cc1cnc(NC(=O)CCNC(=O)c2ccc([N+](=O)[O-])cc2)s1,2.0,0.5,-24.1,.,2.0,.,5.1,0.7,8.5
CCOC(=O)N1CCN(C(=O)/C(=C/c2ccc(OC)c(OC)c2)NC(=O)c2ccccc2)CC1,1.3,-0.1,11.6,0.573,-5.0,-1.2,5.3,1.6,8.1
Cc1cc(C(F)(F)F)nn1CC(=O)NCc1ccco1,-4.0,-0.3,14.7,0.00379,-14.8,1.9,-0.8,0.9,0.6
COc1ccc2c(c1)c(C(=O)CN1CCC(C(N)=O)CC1)c(C)n2C,6.1,1.5,2.1,-0.179,-0.6,7.0,-4.3,0.4,13.7
N#Cc1ccc(C(=O)OCC(=O)Nc2ccc(N3CCOCC3)cc2)cc1,-4.0,1.4,15.8,0.0102,-14.1,-12.7,-0.2,1.4,1.4
Cc1cc2c(C)cc(=O)oc2c2c1NCCC2,-36.1,-4.0,97.5*,.,-23.8,2.2,i,0.3,-55.5
COC(=O)CSc1nc(N)nc(C)c1Cl,-8.6,0.7,17.0,0.198,-2.5,.,-7.6,2.1,-0.6
COc1ccc(-n2nc(C(=O)NCC(=O)NCc3ccc(F)cc3)c3ccccc3c2=O)c(OC)c1,-1.9,0.3,0.5,0.0776,-6.3,-7.2,-1.7,0.0,6.9
CCc1cccc2c(C(=O)C(F)(F)F)cn(CC(=O)N3CCOCC3)c12,-1.2,-0.1,13.7,1.37,-2.4,-5.3,1.4,-2.0,8.0
CN(C)c1nc(N)c([N+](=O)[O-])c(NCC2CCCO2)n1 (stereo unspecified),2.1,-0.6,22.6,-1.21,-1.8,17.7,0.4,0.3,6.5
CCSc1nnc(Cn2c(=O)sc3ccccc32)n1C,6.5,4.5,-3.8,-0.425,-0.9,-1.4,-4.9,3.6,10.9
COCCNC(=O)C1CCN(C(=O)c2cc3sccc3n2Cc2ccc(F)cc2)CC1,-4.3,-3.0,25.4,0.732,14.9,-3.4,-0.5,0.1,7.2
CCOc1ccc(C2C=C(c3ccc(F)cc3)Nc3ncnn32)cc1 (stereo unspecified),5.8,-1.0,-6.6,-0.886,0.8,-11.8,-3.2,-1.0,10.9

# In the list so far, these have a CF3 group.
SMILES,FXIa inh 1536,TNF necrop inh,Hck-Nef inh,Cl transport mod,thrombin 1536,Rad51 HR inh,KLK5 inh,L929 necroptosis,FXIIa inh 1536
Cc1cc(C(F)(F)F)nn1CC(=O)NCc1ccco1,-4.0,-0.3,14.7,0.00379,-14.8,1.9,-0.8,0.9,0.6
CCc1cccc2c(C(=O)C(F)(F)F)cn(CC(=O)N3CCOCC3)c12,-1.2,-0.1,13.7,1.37,-2.4,-5.3,1.4,-2.0,8.0

# Later entries
SMILES,FXIa inh 1536,TNF necrop inh,Hck-Nef inh,Cl transport mod,thrombin 1536,Rad51 HR inh,KLK5 inh,L929 necroptosis,FXIIa inh 1536
O=C(C(Cc1ccccc1)NS(=O)(=O)c1cccc2cccnc12)N1CCc2ccccc21 (stereo unspecified),-4.3,0.6,2.1,.,2.0,-1.9,31.6,-0.7,3.2
O=c1/c(=C/c2ccco2)sc2nc(-c3ccccc3Br)nn12,1.8,0.8,-0.7,0.497,-5.2,3.0,2.1,0.7,5.1
O=C(CC(=O)Nc1cccc(Cl)c1)N/N=C\c1ccccc1,-2.3,1.7,5.2,0.395,-0.3,.,-7.3,0.0,2.1
CCn1c(C)csc1=NC(=O)c1ccccc1O,-7.0,5.7,0.4,-0.464,-5.9,-8.1,-19.4,-1.0,4.6
COc1ccccc1NS(=O)(=O)c1cc(NC(=O)CNC(=O)c2ccccc2)ccc1C,-0.2,1.4,3.7,0.0119,-15.5,8.8,-21.2,0.2,1.6
O=C(CSCc1c(Cl)cccc1Cl)Nc1nccs1,-0.4,-0.5,3.0,0.151,-2.4,5.6,-20.0,-0.2,6.1
Cc1cc(=O)[nH]c(SCc2cc(Cl)ccc2OC(F)F)n1,-12.7,0.7,-0.2,-2.03,-6.8,2.2,-6.3,3.5,2.8
Cc1nc2ccccc2n1CC(=O)NCCN1CCCC1,0.5,-1.7,11.7,0.233,0.7,.,-17.0,0.1,10.8
CCOC(=O)CCSc1nc(C)c2cc(OC)ccc2n1,18.9,-0.8,6.2,0.97,-3.8,0.8,-14.1,-1.5,27.6
CCN(CC)CCN(C(=O)c1cccc([N+](=O)[O-])c1)c1nc2ccc(OC)cc2s1,-1.0,2.0,-35.4,0.309,1.6,0.2,2.7,0.4,7.7
CN1CCC(=O)N([C@H](CSc2ccc(Br)cc2)c2ccccc2)CC1,-2.4,2.4,22.5,-0.443,-6.4,4.0,-1.1,0.6,4.9
COC(=O)C1=C(C)NC(=S)NC1c1sccc1C (stereo unspecified),-0.6,0.9,21.9,-0.0363,-4.7,2.0,-3.9,-0.4,3.7
COc1ccc(CN(C(=S)Nc2ccccc2)C2CC(=O)N(c3ccc(F)cc3)C2=O)cc1 (stereo unspecified),9.4,-2.4,-1.3,-1.13,-2.1,0.4,-6.7,0.0,13.7
COc1ccc(S(=O)(=O)N2CCc3ccccc32)cc1C(=O)NCCc1ccccn1,-0.4,2.7,23.5,-1.01,-8.2,21.1,-7.0,1.4,8.0
CCOC(=O)c1nnn2c1nc(N1CCOCC1)c1ccccc12,4.5,-0.3,8.2,-0.345,-3.2,9.3,7.2,0.5,4.2
COc1cc(/C=N/NC(N)=O)ccc1OCC(=O)Nc1cc(C)c(C)cc1Br,-6.2,0.2,24.9,-0.214,-8.1,10.6,-4.6,3.9,0.5
CCOc1ccc(-c2nnc(-c3ccncc3)o2)cc1,-11.2,-7.2,1.0,.,-1.4,-8.9,-18.7,0.2,-5.6
CCc1ccccc1NC(=O)CSc1nnc([C@@H](NC(=O)OC(C)(C)C)C(C)CC)o1 (stereo partly specified),-7.8,0.2,1.7,0.103,4.0,5.4,10.4,0.0,23.1
CN1C(=O)/C(=C/c2cn(CC(=O)NCc3ccco3)c3ccccc23)NC1=S,3.7,-0.2,35.4,0.0136,3.3,-78.4,7.0,-0.5,10.9
COC(=O)CSc1ccc(C#N)c(SCC(=O)OC)c1,1.1,-0.3,-0.3,-1.26,2.4,7.2,-5.2,0.0,15.7
CC1CCCCN1Cc1c(O)ccc2c(=O)c(-c3nc4ccccc4s3)coc12 (stereo unspecified),4.4,-8.1,43.4,.,-3.4,8.6,0.3,1.3,4.0
CC1Cc2ccccc2N1C1=CC(=O)CC(C)(C)C1 (stereo unspecified),7.4,1.2,-9.8,2.02,11.3,-8.1,13.6,-0.5,15.3
O=C(c1ccc(-c2cccc(Cl)c2Cl)o1)N1CCOCC1,-6.9,-1.2,9.8,-1.57,-2.6,15.2,-24.2,0.3,-8.1
COc1ccc(CC(=O)Nc2ccc(N3CCOCC3)cc2)cc1OC,-5.8,0.7,5.2,1.44,-6.1,-8.0,-6.1,0.6,2.8
CC(Oc1ccccc1)C(=O)NCc1cccnc1 (stereo unspecified),6.8,-1.5,-1.1,-2.24,0.7,-1.7,3.8,1.1,20.9
CCN(CC)S(=O)(=O)N1CCC(C(=O)NCc2ccco2)CC1,-2.4,1.3,1.8,0.287,-4.0,.,.,-0.1,2.9
C=CCn1c(=O)/c(=C2/Sc3ccccc3N2CC)s/c1=C1/C(=O)NN=C1C,0.6,-15.9,23.8,.,-5.5,-40.0,-20.1,-0.1,8.2
CCOc1ccc(C(=O)CSc2nnc3ccccn23)cc1,-0.2,-0.2,-20.7,-0.617,0.8,-5.3,-6.5,-1.0,16.0
Cc1ccc(-n2nnnc2-c2ccccc2)cc1,-1.7,-1.1,24.5,0.0288,-17.8,-0.4,-4.7,-1.4,-4.2
CC(C)N=C1NN=C(c2cccs2)C(CC(=O)O)S1 (stereo unspecified),3.2,-0.5,4.8,.,1.1,-1.6,1.0,-0.2,9.3
S=C(Nc1ccc(Cl)cc1)N1CCCCC1,-2.1,0.8,0.8,0.508,-8.0,4.8,-20.5,1.6,3.3
Cn1c(SCC2CCCCC2)nnc1-c1ccncc1,-8.1,-0.2,-8.9,0.0983,2.5,-2.1,6.2,-0.4,10.6
